Assay outcomes (PubChem)
IL-2 act – IL-2 activation; IL-2 activation reporter assay, cell-based qHTS; stimulated with anti-CD3/CD4/CD28 beads; in transgenic mouse T cells; activation, % (series mostly up to about 46 µM); 0.065% of 360,000 active; in the data active = activation above about 50%; inconclusive = mostly about 30% to 49%; also: 0% is about no effect
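EGFP and DsRed fluorescence is measured by plate cytometry in unstimulated transgenic mouse T cells exposed to compound for 60 minutes, then stimulated 18 hours at 37 degrees C with anti-CD3/anti-CD4 beads plus anti-CD28.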
EPAC1 antagonist – blocks human EPAC1 exchange factor | O95398 | 0.14% of 360,000 active | EPAC1 GEF assay, Rap1b-BODIPY-GDP exchange fluorescence | AID 720709 | Potency, µM (top dose mostly 115 µM), inactives show top-dose activity change, negative = inhibition, usual class: inhibitors;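 also: potency is read from the fitted curve at half-maximal effect; plate controls were vehicle for no effect and positive control for full effect; nearly all actives have a fitted effect of over 50% in size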
WRN inhibitor – WRN helicase (human) inhibition; Q14191; WRN helicase unwinding, fluorescent forked duplex, kinetic; Potency, µM (series often up to 114 µM), without a hit: at the top dose activity change, negative = inhibition, hits mostly inhibitors; 0.46% of 360,000 active; AID 651768; also: potency is read from the fitted curve at half-maximal effect; % is scaled to controls: 0 for no effect and ±100 for the full control effect; nearly all actives have a fitted effect of over 55% in size
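Screening of the MLSMR collection measured strand separation of a quenched forked DNA duplex (100 nM) by 20 nM WRN with 2 mM ATP, all final. Compounds were preincubated with enzyme 15 min at room temperature.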
PI5P4Ka inh – blocks human PI5P4K alpha kinase activity. AID 652105. 1.2% of 330,000 active. PI5P4Kalpha enzyme, ADP-Glo luminescence, 60 min; stronger effect = lower value. P48426. max response, %; active = max response of -50% or lower; inconclusive = between -30% and -50%; inactive = -30% or higher; also: value at the top dose of about 77 µM; % is scaled to controls: 0 for no effect and ±100 for the full control effect
Target sequence (P48426 whole entry, looked up): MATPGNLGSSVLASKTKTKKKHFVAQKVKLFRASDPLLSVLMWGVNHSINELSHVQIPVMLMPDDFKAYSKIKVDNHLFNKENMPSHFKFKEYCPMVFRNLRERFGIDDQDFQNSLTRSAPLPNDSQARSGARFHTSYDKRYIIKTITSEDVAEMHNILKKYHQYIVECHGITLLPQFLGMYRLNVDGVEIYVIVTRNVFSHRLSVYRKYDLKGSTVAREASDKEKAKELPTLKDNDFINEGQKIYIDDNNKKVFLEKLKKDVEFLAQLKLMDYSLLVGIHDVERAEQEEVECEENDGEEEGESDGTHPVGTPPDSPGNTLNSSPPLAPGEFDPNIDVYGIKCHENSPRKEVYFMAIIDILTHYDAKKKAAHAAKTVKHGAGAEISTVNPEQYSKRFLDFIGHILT
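Reactions run in 0.038 M HEPES pH 7.4, 0.28 mM EGTA, 0.1% CHAPS and 5% DMSO, with PI5P4Kalpha, substrate, compound and 5 microM ATP final, one hour at room temperature. Readout is ADP-Glo luminescence.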
EPAC2 agonist – agonists of human EPAC2 (RAPGEF4); Q8WZA2; EPAC2 activation, biochemical qHTS; response scale: 100% = 6.5 mM cAMP response; Potency, µM (titrated, usually from 154 µM), inactives show at the highest dose activation, hits mostly activators; 0.079% of 360,000 active; AID 720711; also: potency is read from the fitted curve at half-maximal effect; nearly all actives have a fitted effect of over 50% in size
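In this primary screen, activation is scored as increased exchange of BODIPY-GDP from Rap1B by 100 nM EPAC2, with 50 uM GDP as competitor. Signal is normalized to the 6.5 mM cAMP agonist control.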
CCT modulator – changes cytosolic chaperonin activity | purified chaperonin ATPase assay, HTRF ADP detection, 30 min | activity change, % (concentration not given with the values), hits read low | 0.3% of 360,000 active | AID 651819; in the data active = activity change below about -30%; also: % is scaled to controls: 0 for no effect and ±100 for the full control effect
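We incubate TRiC, 40 or 20 nM final, with library compounds at 76 uM and 10 uM ATP for 30 min at 37 °C. ADP formed is detected with Transcreener HTRF reagents after 30 min at room temperature.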
EPAC1 agonist – EPAC1 (human) agonism; EPAC1 agonist qHTS, biochemical assay; response scale: 100% = response to 6.5 mM cAMP; Potency, µM (doses to about 154 µM), for inactives: at the highest dose activation, most hits filed as activators; 0.073% of 360,000 active; AID 720707; also: potency is read from the fitted curve at half-maximal effect; nearly all actives have a fitted effect of over 60% in size
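EPAC1 100 nM, Rap1B–BODIPY-GDP 250 nM, unlabeled GDP 50 uM; compound titration; 5 min RT; kinetic read ex480/em540 at 5-min intervals ×30 min; data normalized to 6.5 mM cAMP agonist control.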
PLK1 PBD block – blocks phosphopeptide binding to human PLK1 polo-box domain. Potency, µM, without a hit: max response, negative = inhibition, actives largely listed as inhibitors. Plk1 PBD binding of FITC phosphopeptide, fluorescence polarization. AID 720504. 2.8% of 360,000 active; also: potency is read from the fitted curve at half-maximal effect; series mostly up to about 57 µM; % is scaled to controls: 0 for no effect and ±100 for the full control effect; nearly all actives have a fitted effect of over 65% in size
Target sequence (P53350 whole entry, looked up, the tested form may be a part): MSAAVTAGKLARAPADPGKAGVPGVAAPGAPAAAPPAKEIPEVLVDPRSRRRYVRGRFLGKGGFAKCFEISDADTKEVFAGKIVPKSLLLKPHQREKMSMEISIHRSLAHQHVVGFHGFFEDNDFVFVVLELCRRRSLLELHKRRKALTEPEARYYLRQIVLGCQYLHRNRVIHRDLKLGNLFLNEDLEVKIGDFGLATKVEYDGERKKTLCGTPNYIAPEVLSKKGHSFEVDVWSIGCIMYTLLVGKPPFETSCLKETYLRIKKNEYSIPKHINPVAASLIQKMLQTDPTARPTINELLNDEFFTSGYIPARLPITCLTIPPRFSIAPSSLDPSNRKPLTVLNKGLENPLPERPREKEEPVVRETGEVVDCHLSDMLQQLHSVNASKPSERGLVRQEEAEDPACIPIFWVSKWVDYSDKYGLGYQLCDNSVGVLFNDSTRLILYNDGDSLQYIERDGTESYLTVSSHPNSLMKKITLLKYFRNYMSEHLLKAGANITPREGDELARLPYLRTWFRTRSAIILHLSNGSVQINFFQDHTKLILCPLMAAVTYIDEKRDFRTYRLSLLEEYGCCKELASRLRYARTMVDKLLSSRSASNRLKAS
* hit, by the source's call; ? = inconclusive; . = no result given; [ ] = another dose, or the depositor's remark. Unless noted, calls follow the shape of the dose curve; as a rule, active = well fitted curve in the direction sought with a large enough effect; inconclusive = small, poorly fitted or top-dose-only effect, or another doubt; inactive = no such curve, though single readings can be large; an effect the other way counts as inactive or inconclusive.

nr	molecule	IL-2 act	EPAC1 antagonist	WRN inhibitor	PI5P4Ka inh	EPAC2 agonist	CCT modulator	EPAC1 agonist	PLK1 PBD block
1	O=C(NCCc1ccc(Cl)cc1)c1ccc(OCC2CCCO2)cc1 (stereo unspecified)	-0.3	-19%	3%	7	4%	0.8	0%	9%
2	COc1ccc(OCC(O)CNCc2ccco2)cc1 (stereo unspecified)	0.1	0%	-2%	7	4%	-1.1	3%	2%
3	COc1cccc(NCc2ccc([N+](=O)[O-])s2)c1	1.1	-7%	0%	8	12%	-1.0	2%	2%
4	COc1cc(CCC(=O)OCc2nnc(-c3ccccc3)o2)cc(OC)c1OC	-0.2	7%	2%	-5	6%	-1.7	-2%	0%
5	N#Cc1csc(CCNC(=O)c2ccccc2)n1	-2.1	13%	-4%	3	6%	-0.2	9%	-9%
6	N#Cc1ccc(/C=C\c2nccc3c2[nH]c2ccccc23)cc1	19	-7%	-27%	-13	12%	-1.2	?	33%[activator]
7	O=C(NCc1cccc(Br)c1)C1CC(c2ccccc2C(F)(F)F)=NO1 (stereo unspecified)	-0.4	-21%	2%	-4	20%	0.4	-11%	-1%
8	Cc1cc(C)n(C(=O)c2cc3sccc3[nH]2)n1	-2.9	-3%	-7%[57.1 µM]	.	11%	-1.2	9%	-6%
9	Cc1c(C(=O)Nc2nccs2)sc2nc(-c3cccs3)cc(C(F)(F)F)c12	-2.0	4%	-5%	.	1%	-1.3	-22%	-4%
10	CCCCc1nnc(NC(=O)COC)s1	-0.1	5%	3%	-3	4%	1.4	-7%	0%
11	O=C(Cn1c(=O)ccn(Cc2ccccc2)c1=O)Nc1cccc(S(=O)(=O)N2CCOCC2)c1	-0.6	-3%	0%	-6	3%	5.1	-34%[inhibitor]	-10%
12	COc1ccc(C(C)(NC(C)=O)c2nc(-c3cc(F)cc(F)c3)cs2)cc1 (stereo unspecified)	-0.8	-7%	8%	-2	3%	1.4	-7%	4%
13	COc1ccc(NC(=O)C2CCCN(S(=O)(=O)c3cccnc3)C2)cc1 (stereo unspecified)	1.4	3%	3%	2	-4%	0.9	-6%	2%
14	C[C@]12c3[nH]c4cc(-c5ccco5)ccc4c3CCN1C(=O)[C@@H](CC(=O)NCc1cccc(C(F)(F)F)c1)C[C@@H]2C(=O)N1CCCCC1	-0.7	-10%	-1%	-7	4%	0.7	-27%	-14%
15	O[C@@H]1CN(Cc2cccs2)[C@@H](c2ccc(Cl)cc2)C[C@H]1n1cc(-c2ccc(F)cc2)nn1	-3.2	-2%	-13%	-7	13%	-0.4	-7%	-14%
16	O=C(Nc1ccccc1Oc1cccnc1)C1CCCN(Cc2cccc(Cl)c2)C1 (stereo unspecified)	-0.4	11%	3%	4	12%	-0.5	6%	-9%
17	C[C@@H]1CN([C@@H](C)CO)S(=O)(=O)c2ccc(Br)cc2O[C@H]1CN(C)C(=O)c1ccccc1F	-3.2	8%	-2%	3	9%	-1.7	5%	-20%
18	S=C(NCC1CCCO1)NC1CC1 (stereo unspecified)	-1.4	-14%	0%	-3	6%	-1.7	-5%	-18%
19	COc1ccc(CN(C(=O)c2cccs2)C(C(=O)NC2CCCCC2)c2ccc3ncccc3c2)cc1 (stereo unspecified)	0.7	-27%	0%	4	-3%	-1.1	4%	-10%
20	C=CCn1c(O)c(N=NC(=S)Nc2ccccc2F)c2cc(S(=O)(=O)N3CCOCC3)ccc21	-5.1	1%	8%	-10	9%	-0.9	0%	-5%
21	[O-][n+]1c2ccccc2cc2ccccc21	-0.5	-18%	-7%	-3	8%	-0.1	9%	24µM*
22	Cc1nc(SCC(=O)N2CC(C)OC(C)C2)nc(C)c1C (stereo unspecified)	0.6	-11%	17%	2	10%	-5.1	-1%	-26%
23	O=C(CSc1nnc(C2CC2)n1Cc1ccccc1)NCc1ccccc1	-2.4	9%	14%	-1	0%	-1.7	2%	-6%
24	Cc1onc(C(=O)Nc2sc3c(c2C(N)=O)CCCC3)c1[N+](=O)[O-]	-0.7	-14%	-19%	?	5%	2.2	5%	11µM*
25	COc1cccc(NC(=S)NN2C(C)CCCC2C)c1 (stereo unspecified)	-0.4	0%	-6%[57.1 µM]	1	0%	-1.6	10%	-2%
26	COC(=O)c1cc(NC2c3ccccc3C(=O)N2CCN2CCOCC2)cc(C(=O)OC)c1 (stereo unspecified)	-1.1	5%	-11%	1	6%	-0.6	0%	-11%
27	CN(C)/C=N/n1cnc2ccccc2c1=O	1.9	-12%	-9%	1	0%	-0.7	-5%	-10%
28	C[C@@H]1CN([C@@H](C)CO)C(=O)c2cc(NS(=O)(=O)c3cccs3)ccc2O[C@H]1CN(C)Cc1ccc(C(F)(F)F)cc1	0.0	-26%	-8%	10	-7%	-2.5	-28%	-18%
29	CC(=O)C1=C(S(=O)(=O)c2ccc(C)cc2)CS(=O)(=O)C1	-3.2	-7%	-1%	?	2%	-1.6	-4%	2.1µM*
30	CCNC(=S)N(CCc1c(C)[nH]c2ccc(F)cc12)Cc1cccnc1	-0.1	9%	3%	-3	3%	0.5	1%	19µM*

nr	molecule	IL-2 act	EPAC1 antagonist	WRN inhibitor	PI5P4Ka inh	EPAC2 agonist	CCT modulator	EPAC1 agonist	PLK1 PBD block
31	COc1cccc(/C=C/C(=O)NNC(=O)c2cc(C)oc2C)c1	-3.4	1%	-5%	-1	-3%	-1.3	11%	-7%
32	CN(Cc1cccs1)C(=O)COc1cccc(-n2cnnn2)c1	0.0	4%	2%	-1	0%	-1.7	2%	-13%
33	CCOc1cccc(C(=O)NC(=S)Nc2ccc(N3CCN(CC)CC3)cc2)c1	-1.2	-9%	-31%	5	5%	-2.8	-9%	-12%
34	O=C(NCc1ccco1)c1ccc(Cn2c(=O)c3sccc3n(Cc3cccc(F)c3)c2=O)cc1	-2.2	-18%	-9%	-2	6%	0.7	11%	-2%
35	Cc1cccc(C(=O)Nc2ccc3ccccc3c2)c1	0.4	-16%	-2%	0	11%	-2.0	11%	-10%
36	COc1ccc(N2CCOCC2)c(NC(=O)COc2cccc(C)c2)c1	-3.8	-5%	-2%	2	-5%	-0.3	-6%	5%
37	O=C(NCCC1=CCCCC1)C1CCN(c2nc3ccccc3o2)CC1	-1.1	4%	0%	.	3%	0.8	-1%	1%
38	N#CC[C@H](Cc1ccccc1)N1CC[C@@H](O)CCC1=O	-2.9	8%	-2%	-7	-1%	-1.5	-20%	-3%
39	Cc1ccc(Nc2nc(Cl)nc(NC3CCCCC3)n2)cc1	-1.2	-28%	-13%	21	3%	-1.1	-5%	-10%
40	CN1CCN(c2nc3c(c(=O)[nH]c(=O)n3C)n2Cc2cccc3ccccc23)CC1	0.5	-6%	-2%	-6	-10%	-3.9	-3%	-18%
41	OCC[C@H]1C[C@H](O)[C@@H](O)[C@]2(CCCCO2)O1	1.3	-8%	-1%	-4	-1%	-0.5	-25%	-4%
42	Nc1nc(-c2ccccn2)nc(N)c1Cc1ccccc1F	0.0	-2%	5%	-1	3%	1.5	1%	-11%
43	CCOC(=O)Cc1csc(NC(=O)c2cc(C)cc(C)c2)n1	-0.2	11%	4%	1	7%	-1.8	-2%	-27%
44	Cc1ccc(CC(=O)NCC(O)c2ccccc2)cc1 (stereo unspecified)	-6.0	17%	12%	-7	13%	-2.8	-2%	-15%
45	COc1ccc(NC(=S)N2CCN(c3ccc([N+](=O)[O-])cc3)CC2)cc1OC	-0.9	-7%	1%	-5	4%	-2.4	4%	-3%
46	CCCCn1c(-c2cccc3ccccc23)nc2cc3[nH]c(=O)c(C(C)C)nc3cc21	-2.5	-19%	-5%	-7	-9%	-3.0	-10%	-7%
47	O=C1C=C(NCc2ccco2)CCC1	0.5	8%	-4%	.	3%	-0.6	8%	-5%
48	O=[N+]([O-])c1ccc(Oc2ccc(-c3nnco3)cc2)c(Cl)c1	0.3	-15%	6%	-8	12%	-1.3	-6%	-19%
49	COc1ccc(CNC(=O)C2CCN(S(C)(=O)=O)CC2)c(OC)c1	0.0	18%	-4%	8	10%	1.3	-3%	-9%
50	Cc1ccc(C(=O)CCC2CCCC2=O)cc1 (stereo unspecified)	-0.5	-2%	-1%	3	8%	-0.5	-5%	-8%
51	O=C(CCCn1c(=O)[nH]c2ccccc2c1=O)Nc1ccc(F)cc1	0.1	0%	2%	-2	-1%	-1.9	-4%	-4%
52	CC(C)(C)CC(C)(C)SSc1n[nH]c(=S)s1	-0.4	-24%	?	-66*	21%	-0.6	-11%	27µM*
53	CCN1C(=O)c2ccccc2Sc2ccc(C(=O)NCCCN3CCOCC3)cc21	-0.5	-1%	3%	2	11%	-3.8	2%	-9%
54	O=C(O)CCC(=O)N1CCC(C(=O)c2cccc(Cl)c2)CC1	0.7	-1%	-2%	.	11%	-3.4	5%	-15%
55	CCCCCCNC(=O)Cc1ccc(Br)cc1	-0.3	3%	-5%	6	0%	2.3	1%	-5%
56	Fc1ccc(-c2nc3ccc(Cl)cn3c2Cc2ccccc2)cc1	-0.4	3%	-3%	-2	16%	0.2	10%	-5%
57	CN(C)c1nc(N)nc(CSc2nnnn2C)n1	1.6	-9%	-5%	-7	7%	-0.2	17%	-2%
58	Cn1c(=O)c2c(nc(CN3CCN(Cc4ccccc4)CC3)n2Cc2ccc(Cl)cc2)n(C)c1=O	-3.2	-7%	1%	-7	20%	-2.1	-15%	-17%
59	COc1ccc(-c2onc(C)c2-c2cnn(-c3ccccc3)c2)c(O)c1	-0.7	-6%	-10%	0	13%	-4.1	-14%	-9%
60	CCOC(=O)Cc1csc(NC(=O)/C=C/c2ccc(Cl)cc2)n1	-2.0	8%	-8%	-4	-1%	1.2	9%	-5%
61	CCCc1ncc(CN2CCCC(C(=O)Nc3ccc(-c4cccc(OC)c4)cc3)C2)cn1 (stereo unspecified)	-3.7	13%	-14%[57.1 µM]	7	-1%	-2.9	5%	-7%
62	COc1ccc(CCN2CCCn3c2nc2c3c(=O)n(C)c(=O)n2C)cc1OC	-0.3	-12%	-2%	-3	-6%	0.1	-4%	2%

3 entries picked at random from those above, as already listed:
nr	molecule	IL-2 act	EPAC1 antagonist	WRN inhibitor	PI5P4Ka inh	EPAC2 agonist	CCT modulator	EPAC1 agonist	PLK1 PBD block
33	CCOc1cccc(C(=O)NC(=S)Nc2ccc(N3CCN(CC)CC3)cc2)c1	-1.2	-9%	-31%	5	5%	-2.8	-9%	-12%
43	CCOC(=O)Cc1csc(NC(=O)c2cc(C)cc(C)c2)n1	-0.2	11%	4%	1	7%	-1.8	-2%	-27%
52	CC(C)(C)CC(C)(C)SSc1n[nH]c(=S)s1	-0.4	-24%	?	-66*	21%	-0.6	-11%	27µM*

A portion of the library (hit frequency here may not be typical).
